OPRM1-OPRD1 inv: inverse agonist of human OPRM1-OPRD1 heterodimerization; P35372+P41143; 340,000 compounds, 0.21% hits; cell-based MOR-DOR heterodimer luminescence, inverse agonism; inhibition, % at 9.3 µM; in the data active = inhibition above about 22%, passing the limit was not always enough;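 note: 0% = cells with DMSO and 100% = wells without cells with DMSO; values of inactives mirror those of a sister screen read the other way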
Mot1-301 SUMO: blocks SUMOylation pathway, rescuing yeast Mot1-301 growth; S. cerevisiae Mot1-301 growth rescue, ATP luminescence, 38.5C; percent above DMSO median, 100 means doubled; growth rescue, % at 18.8 µM; 320,000 compounds, 1% hits;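 active = every valid replicate shows activation above 250% relative to neutral control wells; inactive = the rest, any valid replicate at or below 250%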;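 note: OY570 slx delta 5 strain wells were the positive control but not used for scaling; some compounds called inactive have numbers as strong as hits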
PfHsp90 yeast 2: inhibits growth of yeast expressing Plasmodium falciparum Hsp90; S. cerevisiae expressing PfHsp90, BacTiter-Glo ATP, 48 h; yeast lacking PDR1 and PDR3 efflux regulators; inhibition, % at 9.4 µM; 310,000 compounds, 0.32% hits;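 active = every replicate shows inhibition above about 80%, whatever the replicate mean, limit read from the data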;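 note: 0% = DMSO neutral controls and 100% = 20 µM radicicol positive controls; yeast relying on Plasmodium falciparum Hsp90 in place of its own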
AddAB inh: less growth of phage-infected E. coli with AddAB | E. coli expressing H. pylori AddAB, absorbance growth | inhibition, % at 11.9 µM | 330,000 compounds, 0.29% hits; in the data active = inhibition above about 12%;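 note: 0% = vehicle wells of infected cells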
Ecoli viability: reduces bacterial viability in AddAB counter-screen | AID 449728 | E. coli V3065 growth, OD600 absorbance, 18 h | inhibition, % at 11.9 µM | 330,000 compounds, 0.27% hits;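 active = inhibition above the campaign's mean inhibition across all tested compounds plus 3 SD, cut at about 9.9% in these data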;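 note: uninfected addAB+ strain grown without phage in ampicillin broth; 0% = DMSO wells and 100% = ciprofloxacin 0.95 µg/ml wells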
PKA-R1A act: PKA-R1A complex activation; activation, % at 11.4 µM; 340,000 compounds, 0.083% hits; P00514+P68181; PKA-R1A dissociation, Cy5-IP20 fluorescence polarization; scaled: DMSO 0%, 113 µM cGMP 100%; AID 504707;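 active = percent activation above the mean of all tested compounds plus 3 SD, cut at about 19% in these data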;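 note: higher means more PKAc released from R1A so a rise in polarization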
HTR5A inv ag: inverse agonist of human HTR5A in OPRM1-OPRD1 counter-screen; 340,000 compounds, 0.083% hits; AID 504634; P47898; HTR5A cell line, luminescence, inverse agonism; inhibition, % at 9.3 µM; in the data active = inhibition mostly above about 23%, no sharp cut-off; inactive = mostly below about 18%;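 note: 0% = cells with DMSO and 100% = no-cell wells with DMSO; some compounds called inactive have numbers as strong as hits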
Target sequence (P47898 whole entry, looked up): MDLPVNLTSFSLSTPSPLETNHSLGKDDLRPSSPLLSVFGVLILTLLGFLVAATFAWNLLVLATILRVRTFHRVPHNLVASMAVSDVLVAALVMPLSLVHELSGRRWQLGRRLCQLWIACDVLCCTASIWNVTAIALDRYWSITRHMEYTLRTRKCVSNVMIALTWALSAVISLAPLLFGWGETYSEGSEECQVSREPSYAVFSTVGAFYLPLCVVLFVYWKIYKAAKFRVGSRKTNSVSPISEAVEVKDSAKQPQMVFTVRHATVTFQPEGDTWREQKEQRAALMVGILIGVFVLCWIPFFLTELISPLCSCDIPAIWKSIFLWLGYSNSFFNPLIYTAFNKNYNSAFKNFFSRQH
Tat export inh: blocks Tat-dependent protein export in E. coli; AID 488895; inhibition, % at 10 µM; E. coli MC4100 TorA-mCherry Tat export, fluorescence; 340,000 compounds, 0.036% hits;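 active = mean replicate inhibition at least 50% and at least half of replicates individually reaching 50%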;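 note: exported cargo escapes ClpAP degradation while cytoplasmic cargo is degraded and loses fluorescence; 0% = median of neutral control wells and 100% = median of NaSCN control wells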
MOR-DOR ag: OPRM1-OPRD1 heterodimerization agonism. AID 504326. activation, % at 9.3 µM. 340,000 compounds, 0.3% hits. cells, luminescence; in the data active = activation above about 18%;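 note: 0% = vehicle-treated cells and 100% = reference agonist; values of inactives mirror those of a sister screen read the other way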
phage Ecoli inh: E. coli growth loss with phage present; growth absorbance; inhibition, % at 11.9 µM; 360,000 compounds, 0.26% hits; AID 651602; in the data active = inhibition above about 11%
PKA-R2B activ: activators of human PKA-R2B complex | PKA-R2B holoenzyme dissociation, Cy5-IP20 fluorescence polarization; R2B truncated from residue 108, S112A mutant; 0% DMSO only, 100% 113 µM cGMP | activation, % at 11.4 µM | 340,000 compounds, 0.079% hits | P22694+P31323 | AID 504700;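 active = activation above a cutoff set at the mean over all compounds plus 3 SD, cut at about 18% in these data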;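 note: higher means more holoenzyme dissociation and a rise in polarization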
Target sequence (P31323 whole entry, looked up, other chains not shown, the tested form may be a part): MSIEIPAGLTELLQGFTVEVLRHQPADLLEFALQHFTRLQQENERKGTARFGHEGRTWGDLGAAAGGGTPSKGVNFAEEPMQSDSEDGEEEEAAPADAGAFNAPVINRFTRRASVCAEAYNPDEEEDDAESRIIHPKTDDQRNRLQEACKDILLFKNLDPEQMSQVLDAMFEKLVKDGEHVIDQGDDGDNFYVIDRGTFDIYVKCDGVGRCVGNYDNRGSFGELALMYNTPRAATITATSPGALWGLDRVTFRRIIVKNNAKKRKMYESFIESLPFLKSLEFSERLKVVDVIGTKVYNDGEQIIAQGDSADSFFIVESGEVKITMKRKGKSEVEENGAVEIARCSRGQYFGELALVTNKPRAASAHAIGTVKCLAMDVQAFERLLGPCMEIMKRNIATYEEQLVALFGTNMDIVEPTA
Active calls of the source: *; · = no result given.

entry	structure	OPRM1-OPRD1 inv	Mot1-301 SUMO	PfHsp90 yeast 2	AddAB inh	Ecoli viability	PKA-R1A act	HTR5A inv ag	Tat export inh	MOR-DOR ag	phage Ecoli inh	PKA-R2B activ
1	CCn1c(SCC(=O)N(C)CC(=O)Nc2ccc(F)c(F)c2F)nnc1-c1ccco1	13.2	7.9	10.0	2.4	2.5	-2.9	-10.5	-4.8	-2.5	1.0	-0.9
2	COc1ccc(Cn2c(=S)[nH]c3cc(OC)c(OC)cc3c2=O)cc1	11.2	-5.4	·	5.0	1.9	-12.1	3.6	21.4	-2.3	0.0	-6.3
3	COc1ccc(CCC(=O)OCC(=O)Nc2ccccc2)cc1	2.1	212.6	-4.4	2.5	-1.5	-3.9	14.2	2.7	-0.3	1.2	-1.0
4	Cn1c(=O)[nH]c(=O)c2c1nc(N1CCCCC1)n2CCSc1ncccn1	-2.1	-13.8	7.4	-1.1	4.0	2.6	-2.8	4.6	0.3	2.9	-8.7
5	Cc1ccc(SCc2[nH]nc3c2C(c2ccco2)C(C#N)=C(N)O3)cc1 (centres undefined)	14.7	-7.8	-8.1	1.1	0.1	4.0	17.4	-5.9	-2.6	-0.1	-8.7
6	COC(=O)C1=C(C)N(C)C(C)=C(C(=O)OC)C1c1ccccn1	13.4	-1.5	40.9	2.4	-1.6	-1.3	12.2	3.4	-3.2	1.3	-6.6
7	Cc1ncc2c(c1OC(=O)c1ccc([N+](=O)[O-])cc1)COC(C)(C)OC2	-29.7	-0.9	12.4	-1.8	-0.7	-14.9	-15.3	0.7	5.5	2.8	-6.7
8	COCCNC(=O)C(c1ccc(O)cc1)N(Cc1ccccc1)C(=O)CCC(=O)Nc1ccccn1 (centres undefined)	-7.0	-23.5	-1.9	4.4	0.9	-11.2	-6.4	-3.0	0.8	2.4	-5.8
9	Cc1ccc(C)c(NC(=O)Cn2nc(C(F)(F)F)cc2C2CC2)c1	1.9	18.9	-11.0	1.6	-1.7	2.9	-12.5	-11.3	-0.4	0.6	-2.5
10	CCOc1ccc(-c2n[nH]c(C)c2Oc2ccc(OC)cc2)c(O)c1	-53.7	-8.1	-6.7	5.8	6.3	-11.4	-38.8	4.9	9.2	3.2	-4.0
11	CC(NC(=O)COC(=O)Cc1ccc(Cl)cc1)c1ccccc1 (centres undefined)	11.8	12.6	-8.6	-1.9	-1.0	-3.9	10.3	-1.9	-2.4	1.6	4.8
12	CC1CC1C(=O)Nc1nc2ccc(S(C)(=O)=O)cc2s1 (centres undefined)	-3.3	-11.2	8.9	2.5	-0.4	-13.1	1.5	-7.4	0.4	4.6	11.8

More records
entry	structure	OPRM1-OPRD1 inv	Mot1-301 SUMO	PfHsp90 yeast 2	AddAB inh	Ecoli viability	PKA-R1A act	HTR5A inv ag	Tat export inh	MOR-DOR ag	phage Ecoli inh	PKA-R2B activ
13	O=C(Cc1ccccc1)N/N=C/c1cc(Br)c(Br)o1	-46.4	-2.9	13.9	0.9	0.5	6.2	-66.3	-5.8	8.7	4.0	3.9
14	CSc1ncccc1C(=O)Nc1ccc(S(=O)(=O)NC2=NCCCCC2)cc1	2.2	-7.9	-18.0	2.7	3.7	-6.2	4.1	-6.3	-0.4	3.7	1.1
15	Cc1ccc(N2CC(C(=O)Nc3ccc(N(C)C)cc3)CC2=O)cc1C (centres undefined)	-11.3	319.4	2.5	0.6	0.2	-2.8	2.4	-0.8	2.1	-0.5	-8.4
16	COc1ccccc1CC(Cc1nc2ccccc2[nH]1)c1nc2ccccc2[nH]1 (centres undefined)	-75.4	-14.9	3.1	6.5	3.5	0.7	-9.0	-0.5	15.4	2.7	-1.9
17	O=C(Oc1ccc([N+](=O)[O-])cc1)C1CC(=O)N(c2ccc3c(c2)OCCO3)C1 (centres undefined)	20.6	-15.6	-3.2	1.6	-0.5	-10.9	-1.6	6.8	-4.1	-0.5	-4.3
18	Cc1cc(S(=O)(=O)N2CCOCC2)ccc1OCC(=O)Nc1ccc(F)cc1	-13.7	-0.4	0.7	0.8	-2.4	-1.9	-25.1	1.6	1.7	1.8	-2.6
19	Cn1cc(CN2CCCC(CO)(Cc3cccc(Cl)c3)C2)cn1 (centres undefined)	12.3	90.3	2.2	2.8	4.0	-8.7	-4.2	-4.1	-2.4	3.4	2.0
20	S=C(NC1CCCCC1)N(CCc1nc2ccccc2[nH]1)C1CCCC1	-22.6	23.3	-6.7	2.4	-0.7	-1.0	-17.1	2.9	3.6	-1.5	-4.0
21	CN(Cc1ccccc1)Cc1ccccc1C(O)c1ccccc1 (centres undefined)	-0.7	·	10.6	·	·	1.0	-2.3	-2.3	0.1	0.5	-7.7
22	COc1ccccc1OCC(=O)Nc1ccc(S(=O)(=O)N(C)c2ccccc2)cc1	0.0	-5.1	-4.8	-0.4	1.1	-10.7	1.4	5.5	0.0	0.9	-8.6
23	CC(=O)c1ccc(NC(=O)CN2C(=O)COc3ccc(Cl)cc32)cc1	-1.8	8.0	-5.7	3.5	0.3	2.0	-2.9	-1.0	0.4	-0.1	-2.2
24	Nc1cc(=O)[nH]c(SC/C=C/c2ccccc2)n1	10.7	-5.5	7.0	-3.0	-0.8	4.3	-11.4	9.0	-1.8	4.5	-7.6

Later entries:
entry	structure	OPRM1-OPRD1 inv	Mot1-301 SUMO	PfHsp90 yeast 2	AddAB inh	Ecoli viability	PKA-R1A act	HTR5A inv ag	Tat export inh	MOR-DOR ag	phage Ecoli inh	PKA-R2B activ
25	COc1cc(NC(=O)CCc2nc(-c3cccs3)no2)cc(OC)c1OC	13.0	64.9	38.6	0.9	-1.4	0.4	4.2	-5.6	-2.4	1.4	2.7
26	CCN(c1ccccc1)S(=O)(=O)c1ccc(Cl)c(C(=O)OCC(=O)NC(=O)C(C)C)c1	1.5	196.9	6.4	5.1	0.6	-7.8	-1.1	0.6	-0.3	-0.1	-3.6
27	O=C(Nc1sc2c(c1C(=O)O)CCCC2)c1cccc(Cl)c1	12.3	200.8	-13.9	·	·	-10.8	-3.3	5.5	-2.2	4.2	1.3
28	COc1ccc([C@H]2/C=C\CN(S(=O)(=O)/C=C/c3ccccc3)[C@@H](C)C(=O)N2Cc2ccc(F)cc2)cc1	-5.1	-11.8	·	3.0	0.8	7.5	1.6	12.0	0.9	2.3	-14.6
29	COCc1[nH]nc2c1C(c1ccsc1)C(C#N)=C(N)O2 (centres undefined)	-0.3	-5.1	-6.0	3.6	1.7	-4.7	-14.2	-3.9	0.1	1.9	-4.7
30	O=C(c1cccc([N+](=O)[O-])c1)c1ccc2[nH]c(=O)[nH]c2c1	-8.2	-5.7	-2.0	3.7	-1.3	-8.0	0.4	3.6	1.5	1.1	3.9
31	Oc1ccc(Br)cc1CNn1cnnc1	2.0	-6.7	-7.4	-0.7	3.1	-1.4	0.2	-5.6	-0.3	0.9	-0.5
32	Cc1cc(-c2ccc(Cl)cc2)c(C#N)c(N)n1	5.2	8.7	-24.5	-1.5	-0.5	1.0	16.9	-4.6	-0.9	2.3	0.1
33	CCN1CCN(c2ncnc3c2c(-c2ccccc2)cn3-c2ccc(F)cc2)CC1	18.6	-18.0	-18.2	-0.2	-2.0	-1.6	20.5	-4.6	-3.9	2.6	-9.0
34	CC(=O)c1c(C)[nH]c(C(=O)COC(=O)COc2ccccc2F)c1C	1.2	-8.2	-0.3	1.5	-0.9	0.4	7.5	-0.1	-0.2	1.0	-8.0
35	Nc1ccc(NC(=O)c2cccs2)cc1	10.6	-9.9	-0.7	1.6	2.9	11.0	-32.7	-2.4	-2.1	4.3	-0.9
36	C=CCn1c(SCC(=O)c2c(N)n(C)c(=O)n(C)c2=O)nc2sc(CC)cc2c1=O	3.1	72.4	-8.2	3.2	-0.1	-5.0	7.8	-4.2	-0.5	3.1	-3.8

Next part:
entry	structure	OPRM1-OPRD1 inv	Mot1-301 SUMO	PfHsp90 yeast 2	AddAB inh	Ecoli viability	PKA-R1A act	HTR5A inv ag	Tat export inh	MOR-DOR ag	phage Ecoli inh	PKA-R2B activ
37	Cc1c(C)n(CC(O)CN2CCCCCC2)c2ccccc12 (centres undefined)	8.6	-4.5	3.7	-0.3	-0.7	-5.1	-3.2	0.6	-1.5	0.8	-7.8
38	O=C(NN1C(=O)C2C3c4ccccc4C(c4ccccc43)C2C1=O)C1CC1 (centres undefined)	-2.3	15.3	-5.0	3.3	0.2	-5.7	5.1	-7.6	0.4	4.6	6.0
39	O=C(/C=C/c1ccc([N+](=O)[O-])o1)NNC(=O)c1ccc(F)cc1	-29.4	12.0	-9.5	97.8*	97.9*	-8.7	9.7	3.5	4.3	29.6*	-5.2
40	N/C(=N\OC(=O)CSc1ccccc1)c1cccc([N+](=O)[O-])c1	-14.4	110.0	-3.0	-0.1	1.1	-5.0	7.8	3.9	3.1	3.3	-9.2
41	CC1(c2ccccc2)CC(C)(C)n2c(O)c(C3=NC(=S)NC3=O)c3cccc1c32 (centres undefined)	-20.5	-4.1	-15.6	1.3	-0.1	-9.1	-13.4	-2.3	4.0	0.6	-6.8

Results in phage Ecoli inh, PKA-R2B activ and MOR-DOR ag, for two of the compounds above:
nr	SMILES	phage Ecoli inh	PKA-R2B activ	MOR-DOR ag
40	N/C(=N\OC(=O)CSc1ccccc1)c1cccc([N+](=O)[O-])c1	3.3	-9.2	3.1
41	CC1(c2ccccc2)CC(C)(C)n2c(O)c(C3=NC(=S)NC3=O)c3cccc1c32 (centres undefined)	0.6	-6.8	4.0

8 neighbouring entries already listed, for reference:
entry	structure	OPRM1-OPRD1 inv	Mot1-301 SUMO	PfHsp90 yeast 2	AddAB inh	Ecoli viability	PKA-R1A act	HTR5A inv ag	Tat export inh	MOR-DOR ag	phage Ecoli inh	PKA-R2B activ
1	CCn1c(SCC(=O)N(C)CC(=O)Nc2ccc(F)c(F)c2F)nnc1-c1ccco1	13.2	7.9	10.0	2.4	2.5	-2.9	-10.5	-4.8	-2.5	1.0	-0.9
2	COc1ccc(Cn2c(=S)[nH]c3cc(OC)c(OC)cc3c2=O)cc1	11.2	-5.4	·	5.0	1.9	-12.1	3.6	21.4	-2.3	0.0	-6.3
3	COc1ccc(CCC(=O)OCC(=O)Nc2ccccc2)cc1	2.1	212.6	-4.4	2.5	-1.5	-3.9	14.2	2.7	-0.3	1.2	-1.0
4	Cn1c(=O)[nH]c(=O)c2c1nc(N1CCCCC1)n2CCSc1ncccn1	-2.1	-13.8	7.4	-1.1	4.0	2.6	-2.8	4.6	0.3	2.9	-8.7
5	Cc1ccc(SCc2[nH]nc3c2C(c2ccco2)C(C#N)=C(N)O3)cc1 (centres undefined)	14.7	-7.8	-8.1	1.1	0.1	4.0	17.4	-5.9	-2.6	-0.1	-8.7
6	COC(=O)C1=C(C)N(C)C(C)=C(C(=O)OC)C1c1ccccn1	13.4	-1.5	40.9	2.4	-1.6	-1.3	12.2	3.4	-3.2	1.3	-6.6
7	Cc1ncc2c(c1OC(=O)c1ccc([N+](=O)[O-])cc1)COC(C)(C)OC2	-29.7	-0.9	12.4	-1.8	-0.7	-14.9	-15.3	0.7	5.5	2.8	-6.7
8	COCCNC(=O)C(c1ccc(O)cc1)N(Cc1ccccc1)C(=O)CCC(=O)Nc1ccccn1 (centres undefined)	-7.0	-23.5	-1.9	4.4	0.9	-11.2	-6.4	-3.0	0.8	2.4	-5.8
